Screens as filed in PubChem.
CHT PAM – allosteric activators of human choline transporter CHT. Q9GZV3. CHT-expressing cells, membrane potential dye, choline EC20; active compounds read high; LV-AA mutant CHT in HEK293 cells. B-score at 10 µM. 310,000 tested, 0.49% active. AID 488977;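 active = initial fluorescence not abnormally high and integrated response B-score, plate-corrected, over 3 SD above library mean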
Target sequence (Q9GZV3 whole entry, looked up): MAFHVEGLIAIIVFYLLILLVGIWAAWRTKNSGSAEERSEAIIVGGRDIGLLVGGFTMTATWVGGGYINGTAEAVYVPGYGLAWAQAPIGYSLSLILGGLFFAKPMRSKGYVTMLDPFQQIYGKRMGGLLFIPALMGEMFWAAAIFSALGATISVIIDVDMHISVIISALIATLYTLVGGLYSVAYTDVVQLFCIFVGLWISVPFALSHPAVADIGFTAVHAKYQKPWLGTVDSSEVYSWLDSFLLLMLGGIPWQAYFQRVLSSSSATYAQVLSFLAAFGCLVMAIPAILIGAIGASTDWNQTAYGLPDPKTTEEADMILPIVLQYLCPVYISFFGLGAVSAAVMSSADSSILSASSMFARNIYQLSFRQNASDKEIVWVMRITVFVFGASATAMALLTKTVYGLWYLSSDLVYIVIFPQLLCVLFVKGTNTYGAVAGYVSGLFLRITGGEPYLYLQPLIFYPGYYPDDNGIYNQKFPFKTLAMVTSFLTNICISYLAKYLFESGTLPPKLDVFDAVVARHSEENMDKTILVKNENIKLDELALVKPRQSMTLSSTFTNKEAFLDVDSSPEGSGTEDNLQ
CHT inh – human CHT choline transport inhibition; AID 488975; CHT-expressing cells, membrane potential dye, choline response; active compounds read low; 310,000 tested, 0.86% active; B-score at 10 µM;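 active = B-score over 3 SD under the library average, and starting fluorescence ratio not unusually high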;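 note: choline stimulus applied at its EC90 after an EC20 pre-addition; B-score computed on integrated fluorescence ratio after choline addition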
The depositor's hits bear a star; i = inactive.

SMILES | CHT PAM | CHT inh
COC(=O)[C@@H](Cc1ccccc1)NC(=O)[C@H]1CCC(=O)N1C(=O)OCc1ccccc1 | i | i
Cc1ccc(C(=O)CSc2nnc(-c3ccco3)n2Cc2ccccc2)cc1 | i | i
COc1cc(/C(C)=N/NC(=O)c2nnn(-c3nonc3N)c2-c2cccs2)ccc1O | i | i
CCOc1ccccc1C1C(C(N)=O)=C(C)Nc2nc(CCCO)nn21 (stereo not given) | i | i
COc1ccc(-c2csc(-n3cccn3)n2)cc1 | i | i
COc1cc(NC(=O)CCc2nnc3ccc(N4CCOCC4)nn23)cc(OC)c1OC | i | i
CC(C)CN1CCC(=O)N(CCC#N)CC1 | i | i
CCN(CC)C(=O)c1sc2nc(-c3ccccn3)[nH]c(=O)c2c1C | i | i
COc1ccc(-n2nnnc2SCC(=O)NCc2ccco2)cc1OC | i | i
O=c1oc2cc(OCc3ccc(F)cc3F)ccc2cc1-c1ccccn1 | i | i
CCOC(=O)c1c(-c2ccccc2)csc1NC(=O)CSc1nnnn1C | i | i
CCOC(=O)c1cnc2nc(COc3ccccc3)[nH]n2c1=O | i | i
O=C(Nc1cccnc1)c1ccccc1O | i | i
CC(C)c1ccc(S(=O)(=O)N2CCN(C(=O)c3cc([N+](=O)[O-])ccc3N3CCOCC3)CC2)cc1 | i | i
CCOC(=O)N1CCN(C(=O)C2CC(=O)N(c3ccc(C)cc3)C2)CC1 (stereo not given) | i | i
COc1ccc(S(=O)(=O)N(C)c2ccc(C(=O)N3CCCC3)cc2)cc1 | i | i
Cc1sc(NC(=O)c2ccccc2)c(C(=O)N2CCN(C)CC2)c1C | i | i
COC(=O)c1ccc2c(=O)n(CCN3CCOCC3)c(SCC(=O)Nc3ccc(C)cc3)nc2c1 | i | i
COc1ccc(OC)c(S(=O)(=O)Nc2cccc3ccccc23)c1 | i | i
CSCCCNC(=S)N1CCN(S(=O)(=O)c2cccc(C(F)(F)F)c2)CC1 | i | i
COCCNC(=O)c1onc(CSc2ccccc2)c1C(=O)NCCOC | i | i
CCCCNS(=O)(=O)c1ccc2nc(SCC(=O)Nc3ccccc3)[nH]c2c1 | i | i
Cc1ccc(NC(=O)CCc2ccc(C)o2)c(C)c1 | i | i
COc1cc(CN2CCN(Cc3ccc([N+](=O)[O-])cc3)CC2)c([N+](=O)[O-])cc1OC | i | i
CC(=O)OC[C@H]1O[C@@H](O/N=C(\C)CCN2CCCCc3nc(C)c(C)cc32)[C@H](OC(C)=O)[C@@H](OC(C)=O)[C@@H]1OC(C)=O | i | i
Further compounds
SMILES | CHT PAM | CHT inh
O=C(COC(=O)/C=C/c1ccc(C(F)(F)F)cc1)NC1CCCC1 | i | i
CC(=O)Nc1cccc(/C(C)=N/NC(=O)c2c(-c3ccccc3Cl)noc2C)c1 | i | i
O=C1c2ccccc2C(=O)N1CCC(=O)N1CCCc2ccccc21 | i | i
Cn1nnc(NC(=O)CSc2ccc(Cl)cc2)n1 | i | i
COc1ccc(C2CCCN2C(=S)Nc2ccc(C)c(C)c2)cc1OC (stereo not given) | i | i
CC(C)CC(=O)NC1(C(F)(F)F)C(=O)Nc2c1c(=O)[nH]c(=O)n2Cc1ccco1 (stereo not given) | i | i
COc1ccc2c3c([nH]c2c1)C(C)N(CCC(=O)NN)CC3 (stereo not given) | i | i
O=C(Nc1ccc(C(F)(F)F)cc1Cl)c1ccc(Cn2cc(Br)cn2)o1 | i | i
O=C(N/N=C/c1ccc[nH]1)c1ccc(O)cc1 | i | i
Cc1ccccc1OCCCC(=O)Nc1ccccc1C(F)(F)F | i | i
CCOC(=O)/C=C1\CN(Cc2cc(OC)c(OC)c(OC)c2)S(=O)(=O)c2ccccc21 | i | i
CC(C)CN1C(=O)/C(=C/c2cccs2)NC1=S | i | i
O=C(NC1CCC1)C1CCC(=O)N(Cc2cccc(F)c2)C1 (stereo not given) | i | i
CCOC(=O)c1c(C)[nH]c(C)c1-c1ccccc1OC | i | i
CC1CCN(CCNC(=S)Nc2ccc(Cl)cc2)CC1 | i | i
CCOC(=O)N1CCN(c2c(NCCc3ccc(OC)c(OC)c3)c(=O)c2=O)CC1 | i | i
O=C(c1ccccc1S(=O)(=O)NCc1ccccc1)N1CCCCC1 | i | i
O=C(CN1CCNCC1)NCCSc1ccc(Cl)cc1 | i | i
O=C(Nc1ccccc1C(=O)O)/C(=C/c1ccc(Cl)cc1Cl)NC(=O)c1ccco1 | i | i
CCN(CC)c1nc(-c2ccccc2)cc(C(F)(F)F)c1C#N | i | i
O=C(NCc1ccccc1Cl)C1CCN(S(=O)(=O)c2cccs2)CC1 | i | i
CCOC(=O)c1cc(C#N)c(Oc2ccc(F)cc2)nc1-c1ccccc1 | i | i
COC(=O)c1ccccc1NC(=O)c1nc2nc(C)cc(C)n2n1 | i | i
CNC(C)c1cc(OC)ccc1OC (stereo not given) | i | i
O=C1CC(c2ccccc2)C(=O)N1c1cccc(O)c1 (stereo not given) | i | i
Carrying on:
SMILES | CHT PAM | CHT inh
C=CCn1c2ccccc2c2n[nH]c(=S)nc21 | i | i
Cc1ccccc1N(CC(=O)NC1CCCCC1)C(=O)c1csnn1 | i | i
O=C(NCc1ccco1)c1cnn2c(C(F)(F)F)cc(-c3cccs3)nc12 | i | i
Cc1onc(-c2ccccc2Cl)c1C(=O)OCC(=O)Nc1cccc(S(=O)(=O)N(C)C)c1 | i | i
NC1CCN(c2cccc(Cl)n2)CC1 | i | i
O=C(NCc1ccncc1)C1CCN(S(=O)(=O)c2ccc(F)cc2)CC1 | i | i
Cc1cc2c(NC(=O)Nc3ccccc3)cccc2nn1 | i | i
Cc1ccc(Sc2ncccc2N)cc1 | i | i
COc1ccc2nc(NC(=O)C3CCN(C(=O)c4ccco4)CC3)sc2c1 | i | i
Nc1nonc1N/N=C\c1ccccc1 | i | i
Cc1ccc(OCC(=O)N/N=C/c2ccncc2)cc1 | i | i
COc1ccc(C2=NNC(c3cc(Cl)cc4c3OCOC4)C2)c(O)c1 (stereo not given) | i | i
O=C(NCC(=O)N(CCc1ccccc1)C(C(=O)NC1CCCCC1)c1ccncc1)c1ccco1 (stereo not given) | i | i
C/C=C(\C)CN1CCN(c2cc(C)ccc2C)CC1 | i | i
CCn1c(-c2cc(-c3cc(OC)ccc3OC)nc3ccccc23)n[nH]c1=S | i | i
O=C(CCCOc1ccccc1)Nc1cccc(C(=O)O)c1 | i | i
CCC1(c2ccccc2)NC(=O)N(CC(=O)NNC(=O)CCN2CCN(c3ccccc3)CC2)C1=O (stereo not given) | i | i
O=C(c1ccc(F)cc1)c1c[nH]c(C(=O)NCc2cccnc2)c1 | i | i
CC1CN(C(=O)c2scc3c2OCCO3)CC(C)O1 (stereo not given) | i | i
CCOC(=O)N1CCN(CC(O)c2ccc3c(c2)CCN3)CC1 (stereo not given) | i | i
CCOc1cc(C(=O)NCCc2ccc(S(N)(=O)=O)cc2)cc(OCC)c1OCC | i | i
Cc1ccc2nc(-c3ccc(NC(=O)C4CCCO4)cc3)[nH]c2c1 (stereo not given) | i | i
CCN(C(=O)C1CCCO1)c1ccccc1 (stereo not given) | i | i
COc1ccc2[nH]c(-c3cccc(F)c3)cc(=O)c2c1 | i | i
Cc1ccc(-c2ccc(=O)n(CCC(=O)N3CCN(c4cccc(C)c4)C(C)C3)n2)cc1 (stereo not given) | i | i
Other structures follow.
SMILES | CHT PAM | CHT inh
Cc1ccc(NC(=O)CCC(=O)NNC(=O)c2ccccc2Cl)c(C)c1 | i | i
Nc1nonc1-n1nnc(C(=O)N/N=C/c2cccc(O)c2)c1CN1CCCC1 | i | i
O=C(NCc1nc2ccccc2[nH]1)C1CCCCC1 | i | i
COc1ccc(CCNC(=O)/C(C#N)=C/c2cccc(OCc3ccccc3)c2)cc1OC | i | i
Cc1cccc(Nc2nnc(SC/C(O)=C(\C#N)c3nc4ccccc4[nH]3)s2)c1 | i | i
CCn1ncc(/C=C/C(=O)C2CC2)c1C | i | i
CN(C)S(=O)(=O)N(CC(=O)Nc1cccc(F)c1)c1ccccc1 | i | i
O=C(NN=C1CCCCCCCCCCC1)c1cccc(S(=O)(=O)N2CCOCC2)c1 | i | i
O=C(CCNC(=O)Cn1cnc2ccccc2c1=O)NCCC1=CCCCC1 | i | i
O=C1CCCC/C1=C\Nc1ccccc1C(=O)O | i | i
N/C(=N\OC(=O)c1cccc([N+](=O)[O-])c1)c1ccccn1 | i | i
Cc1ccc(-n2nnnc2SCC(=O)Nc2ccc3c(c2)OCCO3)cc1C | i | i
O=C(O)COc1ccc(/C=C/c2ccc3cccc([N+](=O)[O-])c3n2)cc1 | i | i
Cc1cc(C(=O)N/N=C/c2ccc(-c3ccc([N+](=O)[O-])cc3C)o2)n[nH]1 | i | i
C=CCN(c1ccccc1C(=O)NCC(=O)OCC)S(=O)(=O)c1ccc(C)cc1 | i | i
COc1ccccc1Nc1nc(NCc2ccco2)nc(N)c1[N+](=O)[O-] | i | i
COc1ccc(Cl)cc1NC(=O)CCN1C(=O)C2C3CCC(C3)C2C1=O (stereo not given) | i | i
COc1cccc(C(=O)NC2CCN(CC(=O)Nc3ccccc3Cl)CC2)c1 | i | i
Cn1c(=O)c2c(nc(Oc3ccccc3)n2C)n(C)c1=O | i | i
Cc1cc(C)n2nc(SC(C)C(=O)NC3CCCCC3C)nc2n1 (stereo not given) | i | i
COc1cccc(C(=O)NNc2nc(C)cc(C)n2)c1 | i | i
C/C(CCC(C)C)=N\Nc1ccc(S(N)(=O)=O)cc1[N+](=O)[O-] | i | i
CC(C)COc1ccc(C(=O)N/C(=C\c2cccc([N+](=O)[O-])c2)C(=O)O)cc1 | i | i
CC1(C)OC(=O)N(Cc2ccco2)C1(C)O (stereo not given) | i | i
CC1CCC2(CC1)NC(=S)N(c1ccccc1)N2 (stereo not given) | i | i
(listing goes on)
SMILES | CHT PAM | CHT inh
Cc1c(CCC(C)C)c(-n2ccnc2C)n2c(nc3ccccc32)c1C#N | i | i
CCOC(=O)c1cc([N+](=O)[O-])c([N+](=O)[O-])cc1NC(C)=O | i | -5.9*
NS(=O)(=O)c1ccc(CNc2ccc3ccccc3n2)cc1 | i | -9.3*
CN(CC(=O)Nc1ccc2c(c1)OCO2)S(=O)(=O)c1ccc(F)cc1 | i | i
CNc1nc(CCN2C(=O)c3ccccc3C2=O)cs1 | i | i
CCOC(=O)c1c(S(=O)(=O)Nc2ccccn2)c(C)n(C)c1C | i | i
O=C(O)CNC(=O)c1ccc(Oc2c(F)c(F)c(Oc3ccc(C(=O)NCC(=O)O)cc3)c(F)c2F)cc1 | i | i
COc1ccc(-n2nnnc2SCC(=O)N2CCCC2)cc1OC | i | i
FC(F)(F)c1cc(CCN2CCNC[C@@H]2Cc2ccccc2)cc(C(F)(F)F)c1 | i | i
Cc1cccn2c(=O)c3cc(S(=O)(=O)c4ccccc4)c(=N)n(Cc4ccco4)c3nc12 | i | i
O=C(OCC(=O)N1CCN(C(=O)c2ccco2)CC1)c1ccccc1C(=O)c1ccc(Cl)cc1 | i | i
CC(=O)Nc1ccc(-c2cn3ccsc3n2)cc1 | i | i
COc1cc(C(=O)N2CCCc3ccccc32)c([N+](=O)[O-])cc1OC | i | i
Cc1ccc(Nc2nc(-c3sc(C)nc3C)cs2)cc1 | i | i
Cc1cc(Cl)ccc1OCC(=O)NCCOc1nc(N2CCOCC2)nc(N2CCOCC2)n1 | i | i
C#CCOCCOCCOCCNc1nc(N2CCN(C(=O)CCCCCCCCCCNC(=O)[C@H](CO)n3cc(CCCSC)nn3)CC2)nc(N2CCN(C(=O)CCCCCCCCCCNC(=O)[C@@H]([C@H](C)O)n3cc(C)nn3)CC2)n1 | i | i
COc1cccc2cc(C(N)=O)/c(=N\NC(=O)c3ccccc3)oc12 | i | i
COc1ccc(-n2nc(C(=O)NCC(=O)NCCCN3CC(C)CC(C)C3)c3ccccc3c2=O)cc1Cl (stereo not given) | 7.7* | i
CCOc1cc2[nH]c(=S)n(Cc3ccc(C(=O)NCCN(CC)CC)cc3)c(=O)c2cc1OCC | i | i
COc1ccc(NC(=O)CC2C(=O)N(c3ccc(OC)cc3)C(=O)N2Cc2ccc(OC)c(OC)c2)cc1 (stereo not given) | i | i
Cc1ccccc1OCC(=O)NC(=S)Nc1ccccc1N1CCN(S(C)(=O)=O)CC1 | i | i
O=C(Nc1cc(F)cc(F)c1)c1ccc(NCCCN2CCCCCC2)c([N+](=O)[O-])c1 | i | i
Cc1nnc(NC(=O)CSc2nnc(-c3ccccc3)n2C)s1 | i | i
O=C(Nc1ccccc1C(=O)NCCc1ccccc1)c1cnccn1 | i | i
Cc1ccc(=O)n(C(C(=O)NCc2ccco2)C(=O)c2ccc(F)cc2)c1 (stereo not given) | i | i
CCOC(=O)c1ccc(NC2Nc3cc(C)nn3S2)cc1 (stereo not given) | i | i
